# p53null 39C tox – qHTS Screen for Compounds that Selectively Target Cancer Cells with p53 Mutations: Cytotoxicity of p53 Null Cells at the Nonpermissive Temperature; H1299 p53-null (neo) cells, 39C, ATPlite viability, 24 h; Potency, µM (highest dose often 46.1 µM), inactives show at the top dose activity, negative = cell killing, hits mostly cytotoxic; 0.97% of 55,000 active;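 also: 0% = DMSO only and -100% = full killing by 100 µM tamoxifen; nearly all actives have a fitted effect of over 50% in size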
#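 Following overnight plating at 37C (600 cells/well), H1299-neo or H1299-p53A138V cells are dosed up to 46 uM. Incubation lasts 24 hr at 39C before ATP detection.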
# p53null 32C tox – qHTS Screen for Compounds that Selectively Target Cancer Cells with p53 Mutations: Cytotoxicity of p53 Null Cells at the Permissive Temperature; Potency, µM (doses to about 46.1 µM), for inactives: at the top dose activity change, negative = cytotoxicity, usual class: cytotoxic; 0.62% of 55,000 active; H1299-neo p53 null cells, ATP luminescence, 24 h, 32C;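 also: 0% = DMSO only and -100% = full killing by 100 µM tamoxifen; nearly all actives have a fitted effect of over 55% in size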
#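 Cytotoxicity: H1299-neo (no p53), 32C, 24 h treatment. Concentrations up to 46 uM. Readout cellular ATP, luminescence. Normalization to DMSO basal and tamoxifen 100 uM maximal kill.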
# Starred values were filed as active, the others as inactive; ? = inconclusive; [ ] = dose if it differs, or a comment. Calls follow the shape of the dose curve; as a rule, active = well fitted cell-killing curve with a large enough effect; inconclusive = small, poorly fitted or top-dose-only effect; inactive = no such curve, though single readings can be large or run the other way. Potency is read from the fitted curve at half-maximal effect. Not all compounds are listed; the hit share may differ from the screen's.
no.	molecule	p53null 39C tox	p53null 32C tox
1	O=C1CC(c2ccco2)CC(O)=C1C=NCC1NCCc2ccccc21 (stereo unspecified)	-14.2%	2.5%
2	Cc1c(C(=O)C(=O)N2c3ccc(F)cc3CCC2C)c2ccccc2n1C (stereo unspecified)	-10.4%	9.5%
3	CC(C)OC(=O)c1cc(NC(=S)Nc2ccc([N+](=O)[O-])cc2)cc(C(=O)OC(C)C)c1	-10.3%	0.3%
4	CC(C)C(c1nnnn1Cc1ccc(F)cc1)N1CCSCC1 (stereo unspecified)	0.6%	-2.6%
5	N#CC1C(C#N)N2CCCN2C1c1ccc(Cl)cc1 (stereo unspecified)	-4.8%	-2.2%
6	CCS(=O)(=O)NCCc1cc2c(OC)ccc(OC)c2[nH]c1=O	-5.8%	-0.5%
7	Cn1c(=O)cc(OCC(=O)N2CCN(c3cccc(C(F)(F)F)c3)CC2)c2ccccc21	2.2%	13.3%
8	Cc1ccc(-c2nn(C)c(=O)c3ccccc23)cc1CO	-10.6%	-11.8%
9	O=C(Cn1cccc1C(=O)c1ccccc1)NCCN1CCOCC1	-3.4%	-8.4%
10	CCC1CCCCN1C(=O)CSc1nc2c([nH]c3ccccc32)c(=O)n1C (stereo unspecified)	-5.8%	3.9%
11	Cc1cc(NC(=O)CCC(=O)N(c2cccnc2)C(C(=O)NC2CCCC2)c2ccccc2F)no1 (stereo unspecified)	7.9%	-5.4%
12	Cn1c(=O)c2c(nc(NC3CCCCC3)n2Cc2ccccc2)n(C)c1=O	23.1%	-10.2%
13	CC(NS(=O)(=O)c1ccc(OCC(=O)N2CCOCC2)cc1)c1ccccc1 (stereo unspecified)	-0.7%	-4.3%
14	N=C1C(c2nc3ccccc3s2)=C(O)CN1Cc1ccccc1	0.2%	-1.4%
15	COc1ccc(OC)c(NC(=O)CSc2nc3ccccc3c(=O)n2CCNC(C)=O)c1	3.6%	-3.9%
16	O=C(Nc1cccc2ccccc12)/C(=C/c1cccc([N+](=O)[O-])c1)NC(=O)c1cccs1	12.2%[1.84 µM]	9.0%
17	CC1(C)Cc2cccc(OCC(=O)N3CCN(c4ccccc4)CC3)c2O1	14.4%	1.5%
18	O=C(CSc1nc(-c2ccc(F)cc2)cc(C(F)(F)F)n1)NCc1ccco1	32.0%[activator]	3.6%
19	COC(=O)c1ccc(C(=O)OCc2nc3cc4ccccc4cc3[nH]2)cc1	17.7%	6.8%
20	Cc1ccn2c(NC3CCCCC3)c(C(C)C)nc2c1	-19.6%	-4.8%
21	COc1ccccc1CC(=O)NCCc1ccc(S(N)(=O)=O)cc1	30.5%	0.8%
22	c1ccc(CNc2nnnn2-c2ccccc2)cc1	-10.4%	-4.0%
23	O=C(N/N=C/C(Cl)=C/c1ccccc1)c1cnccn1	13.7%	-29.5%
24	CN1CCN(C2=Cc3ccccc3Sc3cc(F)ccc32)CC1	2.6%	-9.2%
25	CN(C)C(=O)CSc1nnc(Cc2ccccc2)n1Cc1ccco1	-6.2%	9.1%
26	N=c1c(C(=O)NCc2ccc(F)cc2)cc2c(=O)n3ccccc3nc2n1Cc1ccco1	16.1%	-3.9%
27	Cc1ccc(/C=C/C(=O)c2ccc(C)cc2)cc1	5.6%	0.5%
28	CCOc1ccc(-c2cc(C(=O)O)c3ccccc3n2)c(OCC)c1	-22.6%	?
29	N/C(=N\OC(=O)c1ccccc1Cl)c1cccnc1	?	?
30	COc1ccc(S(=O)(=O)NCC(c2cccnc2)N2CCN(c3ccc(F)cc3)CC2)cc1C (stereo unspecified)	-6.4%	-2.1%
31	CC(NC(=O)c1ccccc1Cl)c1nnc(SCC(=O)Nc2ccc(C(=O)O)cc2)n1C (stereo unspecified)	-8.0%	-2.2%
32	Cc1cc(=O)[nH]c(SCC(=O)NCc2ccco2)n1	7.3%	2.6%
33	N#Cc1c(-c2ccccc2F)cc(C2CC2)nc1SCC(=O)c1cccs1	28.7%	2.9%
34	Cc1cccc(NC(=S)N2CCn3cccc3C2c2cccnc2)c1 (stereo unspecified)	-15.6%	-3.1%
35	O=C(CCC(=O)c1ccc(F)cc1)Nc1cccnc1	4.6%	7.7%
36	COc1ccc(C2NC(=O)CS2)cc1 (stereo unspecified)	8.3%	-3.1%
37	O=C(NCc1ccccc1)C1CC(=O)N(c2ccc(OCC(=O)N3CCCC3)cc2)C1 (stereo unspecified)	-7.7%	-2.9%
38	O=C(CC(C(=O)N1CCc2ccccc21)n1ccnc1)NCc1cccnc1 (stereo unspecified)	-6.5%	-6.7%
39	O=C(c1ccc(CN2CCOCC2)cc1)N1CCN(c2ccccc2)CC1	-14.8%	-2.7%
40	O=C(c1ccco1)N1CCn2c1nc1ccccc12	-19.2%	-27.5%
41	c1ccc(-c2cnc(SCCN3CCOCC3)n2CC2CCCO2)cc1 (stereo unspecified)	8.1%	1.1%
42	Cc1ccc2nc(-c3cccc(N)c3)[nH]c2c1	?	12.6µM*
43	O=c1oc(-c2ccco2)nc2sc3c(c12)CCCC3	-13.1%	-4.5%
44	O=C(CCSc1nc(-c2ccco2)cc(C(F)(F)F)n1)NCc1cccs1	-3.9%	0.6%
45	Cc1cc(C)c(NC(=O)C2CCN(c3cnccn3)CC2)c(C)c1	18.7%	10.5%
46	CC(NC(=O)/C(=C/c1ccc(OC(F)F)cc1)c1ccccc1)c1ccccc1 (stereo unspecified)	-31.4%[1.84 µM]	13.6%
47	COc1ccc(OCC(O)CNC(=O)Nc2ccc(Cl)cc2)cc1 (stereo unspecified)	9.6%	-3.3%
48	NC(=O)CSc1nnc(-c2ccc(S(=O)(=O)N3CCCC3)cc2)o1	-21.9%	5.6%
49	Cc1ccc(S(=O)(=O)CCc2nnc(N)s2)cc1C	15.6%	0.1%
50	Cc1cnn(C(=S)NCc2ccc(Cl)cc2)c1	0.4%	-7.8%

# Later entries.
no.	molecule	p53null 39C tox	p53null 32C tox
51	CCCN(CCC)S(=O)(=O)c1ccc(NC(=O)C2CCCO2)cc1 (stereo unspecified)	1.8%	-3.3%
52	O=C(NC1CCCCC1)c1ccc(CS(=O)(=O)Cc2ccccc2F)o1	7.4%	-6.2%
53	CCC(NC(=O)C1CCC1)c1ccccc1 (stereo unspecified)	-5.1%	-5.6%
54	CCN(CC)c1ccc(C=Nc2ccccc2)c(O)c1	25.9%	-0.9%
55	Brc1cc2c(cc1COc1ccc(-c3nn[nH]n3)cc1)OCO2	-9.0%	-10.4%
56	COc1ccccc1N(CC(=O)NC1CCCCC1)C(=O)c1csnn1	14.8%	-9.9%
57	Nc1ccccc1N1CCN(C(=O)c2ccccc2)CC1	-3.6%	1.6%
58	CC12CCC(C/C1=N\N=C1\NC(=O)/C(=C\c3ccc(Cl)cc3)S1)C2(C)C (stereo unspecified)	12.1%[1.84 µM]	6.6%
59	Cc1ccc(N2CC(c3nc4ccccc4[nH]3)CC2=O)c(C)c1 (stereo unspecified)	10.0%	-5.6%
60	COc1ccccc1NC(=O)CSc1ccc2nnc(-c3cccnc3)n2n1	17.9%	2.4%
61	O=C(Nc1nccs1)c1csc2c1CCCC2	-6.7%	-1.5%
62	CCC(=O)Nc1sc2c(c1C(=O)N(C)C)CCCCC2	3.9%	0.6%
63	O=C(NCc1cn(-c2ccccc2)nc1-c1ccccc1)c1ccc([N+](=O)[O-])cc1	-1.8%[1.84 µM]	-8.6%
64	Cc1cc(C)n(C(=O)CNC(=O)C2COc3ccccc3O2)n1 (stereo unspecified)	-8.7%	4.7%
65	CCOc1ccc(CN2CCN(C(=O)c3cccc(F)c3)CC2)cc1	-9.1%	1.3%
66	COC(=O)c1ccccc1S(=O)(=O)C(C)(C)C	-13.7%	-12.3%
67	Cn1c(NC(=O)c2ccc3c(c2)OCO3)cc(=O)n(C)c1=O	23.6%	6.4%
68	COc1cc(OC)cc(C(=O)N2CCC(N3CCCCCC3)CC2)c1	-23.1%	-17.5%
69	Cn1nnc(NC(=O)c2ccccc2)n1	-9.7%	-10.0%
70	O=c1cc(Nc2ccc3c(c2)OCO3)[nH]c(=O)n1-c1ccc(Br)cc1	-7.3%	-4.9%
71	COc1ccc(OC)c(Nc2ncnc3c2cnn3-c2cccc(C)c2)c1	-4.2%	18.4%
72	COc1ccc(NC(=O)N2CCC(n3nnc4cc(C)ccc43)CC2)cc1	10.3%	-0.4%
73	Cc1ccc(C(NC(=O)N2CCOCC2)C(Cl)(Cl)Cl)cc1F (stereo unspecified)	5.3%	-1.9%
74	CCN(C(=O)c1c(OC)cccc1OC)c1nnc(-c2cccnc2)s1	39.6%	4.9%
75	Cn1c(=O)c2c(ncn2CC(=O)N/N=C/c2ccco2)n(C)c1=O	-9.0%	-9.8%

# Entries of single compounds, quoted from the list. Screens in order: p53null 39C tox	p53null 32C tox
# Results for `COc1ccc(NC(=O)N2CCC(n3nnc4cc(C)ccc43)CC2)cc1` → 10.3%	-0.4%
# Results for `Cc1cc(C)n(C(=O)CNC(=O)C2COc3ccccc3O2)n1` (stereo unspecified) → -8.7%	4.7%

# Remaining list, next part
no.	molecule	p53null 39C tox	p53null 32C tox
76	COc1ccc(NC(=S)N/N=C2\CC(C)(C)Oc3ccc(O)cc32)cc1	-5.9%	0.6%
77	Cc1cc(C)cc(OCCCCCNCCO)c1	-18.3%	-1.2%
78	O=C(O)C1CCCCC1C(=O)Nc1cccc2ccccc12 (stereo unspecified)	5.1%	-4.5%
79	COCCNC(=O)C(C)N1c2cccc3cccc(c23)S1(=O)=O (stereo unspecified)	-7.3%	-1.6%
80	Cc1cc(C)n(CC(=O)O)n1	1.6%	-6.8%
81	COc1ccc(-c2ccnc(SCC(=O)N3CCOCC3)n2)cc1	2.5%	-1.5%
82	CC1=CC(c2ccc(Cl)cc2)n2nc(N3C(=O)CCC3=O)nc2N1 (stereo unspecified)	-9.5%	-11.5%
83	O=C(CCN1CCN(c2ccccc2)CC1)Nc1ccc2c(c1)OCO2	7.6%	6.6%
84	COc1cc(C)nc(N2CCCC(C(=O)NCC(C)C)C2)n1 (stereo unspecified)	22.3%	-3.3%
85	Cc1ccc2[nH]c(=O)c(C(c3nnnn3C3CCCC3)N3CCCc4ccccc43)cc2c1 (stereo unspecified)	0.3%	3.7%
86	CN(C(=O)c1ccco1)c1nc(CC(=O)Nc2ccccc2)cs1	-14.2%	-2.8%
87	CCOC(=O)C(NC(=O)c1ccccc1)(OCC1(CC)COC1)C(F)(F)F (stereo unspecified)	-8.4%	-1.1%
88	O=C(CSc1nnc(Cc2ccc3c(c2)OCO3)n1C1CCCCC1)NC1CCCC1	4.3%	4.1%
89	COC(=O)c1cnc2ccccc2n1	-6.9%	-3.7%
90	Cc1ccc2nc(-c3ccccc3)c(NC(=O)c3ccco3)n2c1	-4.8%	6.1%
91	CCCn1c(SCC(=O)N2c3ccccc3CC2C)nnc1-c1ccco1 (stereo unspecified)	-4.7%	-4.5%
92	CCOC(=O)c1sc(N)nc1-c1ccccc1	-6.8%	0.2%
93	Cc1cc(C)c2[nH]c(=O)c(C(c3nnnn3Cc3ccc4c(c3)OCO4)N3CCC(C)CC3)cc2c1 (stereo unspecified)	7.4%	-9.3%
94	CC1Cc2ccccc2N1C(=O)Cn1nnc(-c2ccccc2NC(=O)C2CCC2)n1 (stereo unspecified)	13.0%	4.7%
95	CC(=O)NCC(=O)NC(Cc1ccccc1)C(N)=O (stereo unspecified)	-17.8%	-0.9%
96	O=C(Nc1c(C(=O)N2CCCC2)cnn1-c1ccccc1)c1cccc(F)c1	10.2%	0.1%
97	COc1ccccc1NC(=O)CCn1c(=O)sc2ccccc21	8.0%	4.4%
98	Cc1cccc2c(Cl)cc(=O)[nH]c12	-20.9%	-4.7%
99	COc1ccc(N2CCN(c3nc(Cl)nc(N4CCOCC4)n3)CC2)cc1	14.4%	4.6%
100	COc1ccccc1-c1cnnc(N/N=C/c2ccc(-c3cccc(Br)c3)o2)n1	5.3%	11.1%
101	O=C(NCc1ccco1)c1ccc2snnc2c1	1.0%	4.7%
102	CCCn1c2c(c(O)c(C(=O)NC)c1=O)CCCC2	14.2%	-4.1%
103	CCSc1nc2ccccc2n1C(=O)Oc1ccccc1	-12.4%	-16.2%
104	COc1ccc(N(CC(=O)NC2CCCCC2)C(=O)CNC(=O)c2ccco2)cc1OC	-8.1%	1.3%
105	O=C(NC1CCN(S(=O)(=O)c2ccccc2)CC1)C1CCCCC1	5.2%	-0.5%
106	O=C(Nc1cccc(F)c1)N1CC=C(n2c(=O)[nH]c3ccccc32)CC1	?	-15.1%
107	CCCCC1CCC(C(=O)NC2CCS(=O)(=O)C2)CC1 (stereo unspecified)	-0.7%	1.5%
108	COC(=O)c1ccccc1NC(=O)CSc1ccc(C)cc1	-11.5%	-6.4%
109	Cc1c(C(=O)N2CCCC2)sc(NC(=O)c2ccccc2)c1C#N	-1.1%	-4.2%
110	CCOC(=O)COc1c(Br)cc(C2NC(=O)NC(C)=C2C(C)=O)cc1OC (stereo unspecified)	12.4%	-6.0%
111	CCC(=O)NC(Nc1ncc(C)s1)(C(=O)OC)C(F)(F)F (stereo unspecified)	18.0%	-7.0%
112	CCOc1ccc2nc(NC(=O)c3ccc(OCC4CCCO4)cc3)sc2c1 (stereo unspecified)	-22.1%	-26.4%
113	CC1CCN(C(=O)Cn2c(=O)oc3ccccc32)CC1	9.6%	-0.2%
114	CCOc1ccccc1/C=C(/NC(=O)c1ccccc1)C(=O)NCC(=O)O	18.1%	-9.6%

# Screening data: PubChem, National Center for Advancing Translational Sciences (NCATS)
